# D1 antag = human D1 dopamine receptor antagonism. P21728. HEK293 TREx D1 cells, calcium flux, dopamine EC80; stronger effect = lower value. activity change, negative = inhibition, % at 10 µM. 3.2% of 360,000 active. AID 504652; in the data active means activity change below about -30%; further: on the % scale 0 is the no-effect control and ±100 the full control effect
#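 Inducible Hek293 Trex D1 cells (tetracycline, overnight, 30 C). Calcium dye 30–90 min RT. Antagonist mode: EC80 dopamine added after 180 s compound read.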
# D1 potentiator = potentiators of human D1 dopamine receptor; P21728; HEK293 TREx D1 cells, calcium flux, dopamine EC20 potentiation; potentiation, % at 10 µM; 0.036% of 360,000 active; AID 504651; in the data active means potentiation above about 30%; further: 0% is about no effect
# LDHA inh = inhibitors of human lactate dehydrogenase A | P00338 | purified LDHA, NADH/diaphorase-resazurin fluorescence; stronger effect = lower value | activity change, % (values are at about 110 or 230 µM) | 0.15% of 480,000 active | AID 1347041; in the data active means activity change below about -30%; inconclusive means mostly about -25% to -30%;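 further: plate controls were DMSO wells for no effect and wells without enzyme for full effect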
#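 LDH5 2 nM; NADH 0.06 mM, pyruvate 0.2 mM; 200 mM Tris pH 7.4, EDTA, Tween-20; 5 min RT. Detection: diaphorase 0.133 mg/mL + resazurin 37 µM, fluorescence ex540/em590 at 0 and 20 min; normalized to enzyme-free and DMSO wells.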
# RXFP1 agonist = agonists of human relaxin receptor RXFP1; 0.3% of 370,000 active; HEK293T-RXFP1 cAMP TR-FRET, 30 min; response scale: percent of porcine relaxin response, buffer zero; AID 2676; Q9HBX9; Potency, µM (highest dose often 57.5 µM), for inactives: at the highest dose activation, usual class: activators; further: potency means the concentration at half of the fitted maximal effect; on the % scale 0 is the no-effect control and ±100 the full control effect; nearly all actives have a fitted effect of over 60% in size; many of its hits are not listed in these tables
# Target sequence (Q9HBX9 whole entry, looked up): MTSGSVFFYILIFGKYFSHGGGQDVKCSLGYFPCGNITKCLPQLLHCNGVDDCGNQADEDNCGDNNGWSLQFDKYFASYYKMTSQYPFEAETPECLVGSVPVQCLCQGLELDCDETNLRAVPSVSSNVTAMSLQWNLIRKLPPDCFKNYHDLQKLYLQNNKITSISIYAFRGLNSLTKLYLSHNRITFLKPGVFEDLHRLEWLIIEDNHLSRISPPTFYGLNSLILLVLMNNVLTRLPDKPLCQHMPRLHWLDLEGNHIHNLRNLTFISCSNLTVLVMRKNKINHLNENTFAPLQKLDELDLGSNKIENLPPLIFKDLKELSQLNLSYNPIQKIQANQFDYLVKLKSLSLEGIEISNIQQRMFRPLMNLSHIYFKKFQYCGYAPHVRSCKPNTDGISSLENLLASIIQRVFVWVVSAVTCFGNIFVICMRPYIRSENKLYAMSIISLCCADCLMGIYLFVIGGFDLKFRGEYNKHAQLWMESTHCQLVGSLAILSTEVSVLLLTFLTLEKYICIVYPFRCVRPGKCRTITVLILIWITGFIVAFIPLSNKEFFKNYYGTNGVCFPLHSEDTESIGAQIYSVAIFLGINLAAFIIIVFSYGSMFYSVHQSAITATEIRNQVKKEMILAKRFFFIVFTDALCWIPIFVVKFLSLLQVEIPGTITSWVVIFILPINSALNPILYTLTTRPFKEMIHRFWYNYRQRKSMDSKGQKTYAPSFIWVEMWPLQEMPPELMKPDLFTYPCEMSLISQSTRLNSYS
#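 Agonist response is measured as cAMP accumulation in an RXFP1-transfected HEK293T line under PDE4 inhibition. Values are scaled between buffer-only and 29 nM porcine relaxin, and EC50s come from standard Hill equation fits.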
# Vif-APOBEC3G blk = inhibitors of Vif-APOBEC3G interaction | Potency, µM (highest dose often 46.1 µM), inactives show at the top dose activity, negative = active, hits mostly inhibitors | HeLa A3G-eYFP + Vif (tagged APOBEC3G with the HIV-1 protein that degrades it), YFP fluorescence, overnight | Q9HC16 | 0.076% of 410,000 active | AID 602310;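 further: potency means the concentration at half of the fitted maximal effect; on the % scale 0 is the no-effect control and ±100 the full control effect; nearly all actives have a fitted effect of over 60% in size; hits raise eYFP signal because A3G escapes Vif-driven loss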
# Target sequence (Q9HC16 whole entry, looked up): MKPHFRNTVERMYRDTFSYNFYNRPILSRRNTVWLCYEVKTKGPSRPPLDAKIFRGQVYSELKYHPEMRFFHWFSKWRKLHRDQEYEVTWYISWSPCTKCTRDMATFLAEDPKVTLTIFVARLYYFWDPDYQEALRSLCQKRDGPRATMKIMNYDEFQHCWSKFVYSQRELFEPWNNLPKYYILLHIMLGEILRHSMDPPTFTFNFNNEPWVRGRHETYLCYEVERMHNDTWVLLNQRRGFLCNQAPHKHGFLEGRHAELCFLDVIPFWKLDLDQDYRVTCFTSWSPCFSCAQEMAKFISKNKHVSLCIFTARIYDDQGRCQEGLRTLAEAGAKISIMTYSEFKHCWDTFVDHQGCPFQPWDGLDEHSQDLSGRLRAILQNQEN
#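 Read-out is eYFP fluorescence (Ex 488/Em 500-530) from Vif-expressing HeLa A3G-eYFP cells; more signal means A3G escaped Vif-mediated degradation. Cells plated overnight, compound pinned in, incubated overnight at 37 deg C.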
# Glioma ERSR ind = ER stress response induction in glioma; U87-MG GRP78 promoter luciferase reporter, 16 h; Potency, µM, inactives show top-dose activation, hits mostly activators; 0.02% of 420,000 active; AID 602332; further: potency means the concentration at half of the fitted maximal effect; series mostly up to about 76 µM; % of control where 0% means no effect; nearly all actives have a fitted effect of over 35% in size
#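 Stably transfected U87-MG glioma cells carrying a GRP78-based luciferase sensor; 16 h compound incubation. Luminescence end-point read 10 min after Bright-Glo addition at room temperature.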
# Vif-A3F inh = inhibitors of Vif-A3F interaction. HeLa A3F-eYFP + Vif (tagged APOBEC3F with the HIV-1 protein that degrades it), YFP fluorescence increase. Potency, µM (doses to about 46.1 µM), for inactives: top-dose activity, negative = active. AID 602313. 0.2% of 390,000 active; further: potency means the concentration at half of the fitted maximal effect; % of control where 0% means no effect; nearly all actives have a fitted effect of over 65% in size
#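 Fluorescence increase (Ex 488/Em 500-530) after overnight compound treatment at 37 deg C flags inhibition of Vif-driven A3F-eYFP loss in stable HeLa A3F-eYFP/Vif cells seeded overnight beforehand.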
# D1 agonist = human D1 receptor agonism; HEK293 T-REx D1 cells, calcium flux, agonist mode; activation, % at 2 µM; 1% of 360,000 active; AID 504660; in the data active means activation above about 30%; further: 0% is about no effect
#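 Inducible HEK293 T-REx D1 cells, force-coupled to calcium signalling, were plated at 4000 cells/well with tetracycline and held overnight at 30 C. After no-wash calcium dye loading, compound-evoked calcium rise over 180 s flagged agonists.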
# D2 PAM = positively modulates the human D2 dopamine receptor allosterically; potentiation, % at 10 µM; HEK293 T-REx D2, calcium flux, EC20 dopamine potentiation; 0.34% of 340,000 active;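 active means potentiation over 3 SD above the plate norm, cut at about 30% in these data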; further: 0% is about no effect
#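 Calcium flux readout, no-wash dye, 1 read/s. Inducible HEK293 Trex D2 line, overnight 30 C. Compound alone 180 s (agonist flags), then EC20 dopamine, another 180 s to score potentiation.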
# Active calls of the source: *; ? = inconclusive; · = not tested or not shown; & = joins results of further samples. Unless noted, the call rests on the fitted dose curve; in most records, active means well fitted curve in the direction sought with a large enough effect; inconclusive means small, poorly fitted or top-dose-only effect, or another doubt; inactive means no such curve, though single readings can be large; an effect the other way counts as inactive or inconclusive. Not all compounds are listed; the hit share may differ from the screen's.
# The opening 3 entries as a preview:
SMILES,D1 antag,D1 potentiator,LDHA inh,RXFP1 agonist,Vif-APOBEC3G blk,Glioma ERSR ind,Vif-A3F inh,D1 agonist,D2 PAM
COc1cccc(CN(C)C(=O)c2cccc(NC(=O)CC3SC(N4CCCCC4)=NC3=O)c2)c1OC (centres undefined),-27,·,3,1.1%,-13%,-4%,1%,6,-3
O=C(NCc1ccc(F)cc1)C1CCCN1C(=O)Nc1ccc(F)cc1 (centres undefined),41,-3,0,0.4%,-1%,-2%,2%,-4,8
COC(=O)c1cc(OC)c(OC)cc1NC(=O)CCN1C(=O)C2CCCCC2C1=O (centres undefined),·,·,-2,·,0%,-4%,-2%,·,·

# The whole of this part (from the top)
SMILES,D1 antag,D1 potentiator,LDHA inh,RXFP1 agonist,Vif-APOBEC3G blk,Glioma ERSR ind,Vif-A3F inh,D1 agonist,D2 PAM
COc1cccc(CN(C)C(=O)c2cccc(NC(=O)CC3SC(N4CCCCC4)=NC3=O)c2)c1OC (centres undefined),-27,·,3,1.1%,-13%,-4%,1%,6,-3
O=C(NCc1ccc(F)cc1)C1CCCN1C(=O)Nc1ccc(F)cc1 (centres undefined),41,-3,0,0.4%,-1%,-2%,2%,-4,8
COC(=O)c1cc(OC)c(OC)cc1NC(=O)CCN1C(=O)C2CCCCC2C1=O (centres undefined),·,·,-2,·,0%,-4%,-2%,·,·
CN(C)CCCNC(=S)NCCNc1nc2cc3c(cc2cc1C#N)OCO3,-4,-2,-6,0.0%,1%,1%,-6%,-1,-1
Cc1c(Cl)cccc1NC(=S)N1CCCN(Cc2ccccc2F)C1,-30,-5,-3,-0.4%,-7%,-7%,-4%,4,-3
CN(c1ccccc1)S(=O)(=O)c1ccc(C(=O)N2CCCC2)cc1,-16,-8,-5,-0.2%,1%,2%,-3%,1,7
COc1ccc(-c2csc(NC(=O)CSc3ncn[nH]3)n2)cc1OC,-15,-5,-4,-0.4%,0%,0%,-5%,3,-16
CCOc1ccc(Cc2nnc(SCC(=O)c3ccc(OC)cc3)o2)cc1,-5,-7,-2,-0.5%,2%,-4%,-13%,5,-7
S=C(NCCCCc1ccccc1)NCc1ccccc1,-25,-2,-7,-0.2%,3%,1%,-4%,4,3
CCOc1ccc(NC(=O)c2cc(=O)c3ccc(C)c(C)c3o2)cc1,-28,0,0&-8,1.3%,-7%,-3%,?,-2,-12
CC(=O)NCC(=O)OCN1C(=O)c2ccccc2C1=O,-2,-4,-3,-0.7%,0%,-3%,0%,1,·
CCCC(=O)OCC(=O)Nc1ccc([N+](=O)[O-])cc1C#N,9,-1,-2,2.2%,0%,-2%,14%,-1,9
CCn1c(C(C)NC(C)=O)nc2ccccc21 (centres undefined),10,·,-4,2.7%,1%,-2%,-3%,2,1
Cc1cc(C)n(-c2nc(-n3nc(C)cc3C)c3c4c(sc3n2)COC(C)(C)C4)n1,12,3,·,0.4%,·,·,·,1,12
COc1ccc2nc(NC(=O)c3cccc(N4C(=O)CCC4=O)c3)sc2c1,-17,-1,-2,2.0%,-7%,-3%,0%,4,-14
Cc1nc(SCC(=O)Nc2ccc(Cl)cc2C(F)(F)F)[nH]c(=O)c1Cc1ccccc1,-13,1,-7,1.4%,-7%,-2%,-3%,3,6
Cc1c(NC(=O)CSc2ccc3ccccc3n2)c(=O)n(-c2ccccc2)n1C,-14,-2,-1,4.1%,-7%,2%,3%,0,6
CC1CC(C)CN(C(=O)COC(=O)c2nn(C)c(=O)c3ccccc23)C1 (centres undefined),5,-4,-8,1.7%,3%,-3%,-28%,1,-6
CCN(CC)CCN(Cc1cc2cc3c(cc2[nH]c1=O)OCCO3)C(=S)NCCCN(C)C,4,-9,1,1.7%,3%,-5%,-2%,1,-4
CCOC(=O)C1=C(C)NC(=O)NC1c1cc2c(cc1Br)OCO2 (centres undefined),88,4,-3,-0.1%,-3%,3%,·,2,51*
CC(C)C1Cc2c(C#N)c(N)sc(=S)c2CO1 (centres undefined),-7,-1,1,19%,-2%,4%,2%,10,3
CCOC(=O)CSC1=C(C#N)C(c2ccccc2)C(C(C)=O)=C(C)N1 (centres undefined),-31*,1,5,0.6%,-5%,-3%,3%,0,8
Cc1cc(C)cc(NC(=O)C2CC(=O)N(c3ccccc3)C2)c1 (centres undefined),-10,-4,0,2.4%,1%,-5%,-4%,0,-9
CC(C)NC(=O)NC(=O)COC(=O)c1ccc(S(=O)(=O)Nc2ccccc2)cc1,-8,-5,-8,-0.6%,-3%,-2%,-6%,8,4
Cc1cc(C)cc(N=C(NO)c2cccc([N+](=O)[O-])c2)c1,10,11,-7,1.8%,-10%,-2%,5%,-1,10
SMILES,D1 antag,D1 potentiator,LDHA inh,RXFP1 agonist,Vif-APOBEC3G blk,Glioma ERSR ind,Vif-A3F inh,D1 agonist,D2 PAM
CC12CC(c3ccccc3O1)C(C(=O)NCc1ccccc1)C(=O)N2 (centres undefined),-12,-3,-11,-0.3%,-5%,-2%,-6%,1,-8
CCC(=O)Oc1ccc(/C=C(\C#N)c2nc3ccccc3[nH]2)cc1OC,-6,-1,1&-1,-1.7%,·,·,·,16,10
N/C(=N\OC(=O)Nc1ccccc1)c1ccno1,-31*,2,-3,0.0%,-2%,7%,5%,1,-21
CCN(CC)C(=O)C1CCC(CNS(=O)(=O)c2cccc3nsnc23)CC1 (centres undefined),2,6,-1,-1.4%,1%,-3%,-2%,2,1
O=C(c1ccccc1)N1CCN(C(=O)c2ccccc2)CC1,7,0,-1&-2,-4.7%,1%&1%,-3%&-4%,-15%,-1,12
COCCNC(=O)CNC(=S)N(Cc1ccccc1)Cc1cccnc1,9,-1,-2,0.1%,4%,-4%,1%,2,4
CCn1cc(/C=C(\NC(=O)c2ccccc2F)C(=O)N2CCOCC2)c2ccccc21,-34*,-7,-3,-1.1%,2%,-3%,1%,0,6
Cc1cc(=O)oc2cc(NC(=O)c3cc4ccccc4o3)ccc12,-5,-2,·,11%,·,·,·,-1,-2
CCCOc1ccc(C(=O)Nc2ccc3oc(-c4cccc(Cl)c4Cl)nc3c2)cc1,6,-1,-3,19%,1%,-4%,2%,2,0
Cc1ccc(Cn2c(=O)c3cccnc3n(CC(=O)Nc3cccc(C(F)(F)F)c3)c2=O)cc1,18&4,4&-1,-8&-4,1.5%&0.4%,-1%&-1%,-1%&-9%,-1%&-8%,5&4,18
O=C(NNc1c(Cl)cccc1Cl)c1sccc1Cl,9,0,6,1.9%,-4%,-5%,9%,3,8
COc1ccc(-c2ccc(/C=N/NC(=O)c3cccnc3)o2)c([N+](=O)[O-])c1,10,5,3,2.8%,-1%,0%,-34%,7,·
Nc1ccccc1SCC(=O)N1CCc2ccccc21,-1,10,-2,-0.4%,0%,13%,1%,0,-1
COc1ccc(NC(=O)c2cccc(NC(=O)c3ccccc3)c2)cc1,-18,-3,0,-1.2%,1%,5%,4%,7,1
O=C(Nc1ccc(C(=O)O)cc1)Nc1cccc2ccccc12,-11,2,-11,0.3%,1%,-3%,2%,-1,0
CCc1ccc(C(=O)NNc2ccc(Cl)cc2)cc1,-8,-4,2,2.7%,-16%,6%,0%,2,-4
CCCn1c(CCNc2nc(-c3ccc(OC)cc3)cs2)nc2ccccc21,-17,-1,-1,0.9%,-3%,0%,0%,0,-5
O=C1/C(=C\c2cc(Cl)c(O)c(Cl)c2)SC(=S)N1Cc1ccccc1,-85*,-9,-11,17%,3%,-1%,-86%,412*,2
O=C(O)C1CCCCC1C(=O)NCc1ccc(Cl)c(Cl)c1 (centres undefined),-1,-2,-4,2.7%,3%,7%,5%,1,4
CCOc1cccc(OCCCCn2ccnc2)c1,-4,-5,-6,0.0%,-5%,-2%,-4%,1,4
COC(=O)c1ccc(NC(=O)N2CCC(CN3CCc4ccccc4C3)CC2)cc1,-8,-1,-2&2,0.5%,5%,-2%,-2%,24,·
NC(=O)NOCc1ccc(F)cc1Cl,19,-6,-8,-3.7%,-8%,-5%,0%,1,1
COCCCNC(=O)COc1ccc2oc3c(c2c1)CCCC3,2,0,0,-4.1%,-1%,3%,3%,2,0
Cc1sc2nc(CN(Cc3cccs3)C(=O)C3CC3)[nH]c(=O)c2c1C,4,-1,-1,0.1%,1%,4%,-3%,1,4
COc1ccc(NC(=O)CN(C)C(=O)CCCN2C(=O)c3cccc4cccc(c34)C2=O)cc1,-8,9,-2,-1.6%,0%,0%,-4%,1,-1
SMILES,D1 antag,D1 potentiator,LDHA inh,RXFP1 agonist,Vif-APOBEC3G blk,Glioma ERSR ind,Vif-A3F inh,D1 agonist,D2 PAM
CN1CCN(C(=O)c2cccc(S(=O)(=O)N3CCCC3)c2)CC1,-9,-1,-5,-0.5%,-2%,0%,1%,4,8
CC(C)c1ccc(-c2nc(N3CCCCC3)[nH]c(=O)c2C#N)cc1,-11,-1,-15,-2.7%,1%,1%,2%,0,4
CCOC(=O)c1oc2ccccc2c1NC(=O)COC,-3,0,-10,3.1%,-5%,-3%,-1%,-2,2
O=C(O)c1ccccc1C(=O)NCCc1c(C(=O)O)[nH]c2ccc(Cl)cc12,-19,-11,-3,3.6%,2%,-5%,-2%,3,-13
COC(=O)C1CCN(S(=O)(=O)c2c[nH]c(=O)[nH]c2=O)CC1,·,·,-7,·,0%,-3%,3%,·,·
O=C1Nc2ccccc2N=C(c2ccccc2)C1Br (centres undefined),2,-1,3,-0.4%,-6%,5%,16%,2,4
Cc1ccc(C)c(S(=O)(=O)c2nnn3c2nc(Nc2ccc(C)c(C)c2)c2ccccc23)c1,4,-4,-13,7.8%,2%,-4%,-1%,0,1
CCOc1ccc(NC(=S)Nc2ccc(OCc3ccccc3)cc2)cc1,-8,-1,-9,0.3%,0%,0%,1%,5,-4
Cc1cccc2sc(NC(=O)CN(C)S(=O)(=O)c3ccc(Br)s3)nc12,-9,-1,-2,-0.2%,-1%,-5%,0%,-3,3
O=C1c2cccc3cccc(c23)C(=O)N1Cc1ccccn1,·,·,-9,·,1%,-4%,-8%,·,·
CCOC(=O)c1ccc[n+](CC(=O)c2ccccc2)c1,-5,2,1,-1.5%,0%,-2%,-11%,5,0
O=C(N/N=C/c1cc2c3c(c1O)CCCN3CCC2)c1ccccc1O,-13,-6,16,2.1%,-4%,-1%,0%,31*,-1
NS(=O)(=O)CCCc1ccccc1,-10,-1,0,-3.4%,-2%,-6%,-2%,5,0
